Screening data: PubChem, National Center for Advancing Translational Sciences (NCATS)
BAZ2B inh: inhibitors of human BAZ2B bromodomain; Q9UIF8; AlphaScreen BAZ2B-H3K14Ac peptide displacement; Potency, µM (doses to about 114 µM), inactives show at the highest dose activity change, negative = inhibition, most hits filed as inhibitors; 4.4% of 360,000 active; note: % is set by controls: 0 for no effect and ±100 for the full control effect; nearly all actives have a fitted effect of over 60% in size
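AlphaScreen luminescence quantifies BAZ2B engagement of H3K14Ac peptide; the protein and biotinylated peptide are both at 50 nM final, buffer PBS pH 7.4 with 0.01% Tween-20, all steps at room temperature.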
Pol eta inh: blocks human DNA polymerase eta activity; Q9Y253; 1.2% of 390,000 active; recombinant Pol eta, fluorescent DNA replication assay; Potency, µM (top dose mostly 114 µM), for the others: at the top dose activity change, negative = inhibition, hits mostly inhibitors; note: % is set by controls: 0 for no effect and ±100 for the full control effect
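Pol eta (10 nM) was preincubated with compounds for 15 min at room temperature, after which fluorescent replication substrate (50 nM final) was added to start the reaction. Fluorescence was read kinetically at 0 and 10 min.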
POLK inh: inhibitors of human DNA polymerase kappa. AID 588579. Q9UBT6. 0.53% of 400,000 active. purified Pol kappa, fluorescent DNA synthesis assay, 10 min. Potency, µM (top dose mostly 107 µM), for inactives: at the top dose activity, negative = inhibition, usual class: inhibitors; note: % is set by controls: 0 for no effect and ±100 for the full control effect
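10 nM Pol kappa preincubated 15 min at room temperature with compounds, then reaction started with substrate at 50 nM final. Fluorescence read kinetically at 0 and 10 min; buffer-only wells served as negative control.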
APEX1 inh: inhibitors of human APE1 endonuclease; Potency, µM (series often up to 65.8 µM), for the others: top-dose activity change, negative = inhibition, actives largely listed as inhibitors; recombinant APE1, TAMRA/BHQ-2 abasic DNA cleavage fluorescence; P27695; 0.35% of 350,000 active;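 note: plate controls were vehicle for no effect and reference inhibitor for full effect; nearly all actives have a fitted effect of over 55% in size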
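APE1 at 0.75 nM preincubated 15 min at room temperature with compound. Reaction then started with 50 nM double-stranded THF-abasic substrate labelled with TAMRA/BHQ-2, and 525/598 nm fluorescence read kinetically. Activity taken as third-minus-first read difference, normalized to DMSO and NSC13755 controls.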
BLM helicase inh: inhibitors of human Bloom syndrome helicase BLM; P54132; recombinant BLM DNA unwinding, fluorescence dequenching; Potency, µM (titrated, usually from 56.1 µM), without a hit: top-dose activity change, negative = inhibition, hits mostly inhibitors; 0.2% of 350,000 active;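 note: plate controls were vehicle for no effect and no enzyme for full effect; nearly all actives have a fitted effect of over 35% in size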
G9a block: blocks human histone lysine methyltransferase G9a; Q96KQ7; G9a H3K9 monomethylation, AlphaScreen, 2 h; Potency, µM (highest dose often 102 µM), for the others: at the top dose activity, negative = inhibition, hits mostly inhibitors; 8.8% of 350,000 active; AID 504332; note: % is set by controls: 0 for no effect and ±100 for the full control effect; nearly all actives have a fitted effect of over 75% in size
Target sequence (Q96KQ7 913-1193 limits assumed): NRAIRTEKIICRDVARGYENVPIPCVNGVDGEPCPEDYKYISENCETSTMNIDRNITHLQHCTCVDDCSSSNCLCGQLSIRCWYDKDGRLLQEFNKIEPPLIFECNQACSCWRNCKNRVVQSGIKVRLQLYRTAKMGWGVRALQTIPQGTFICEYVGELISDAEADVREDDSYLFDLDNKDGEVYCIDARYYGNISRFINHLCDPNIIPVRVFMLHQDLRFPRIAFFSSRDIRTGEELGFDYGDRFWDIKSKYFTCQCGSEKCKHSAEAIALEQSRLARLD
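Methyltransferase reactions run at room temperature for 2 h (20 nM enzyme, 500 nM biotin-H3K9 peptide, 20 uM SAM) after a 15 min compound preincubation; product detected by AlphaScreen beads and anti-H3K9me1 antibody.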
Pol iota inh: inhibitors of human DNA polymerase iota. Pol iota fluorescent replication assay, 10 min. Q9UNA4. Potency, µM (doses to about 115 µM), for the others: at the highest dose activity, negative = inhibition, most hits filed as inhibitors. 1% of 390,000 active
Target sequence (Q9UNA4 whole entry, looked up): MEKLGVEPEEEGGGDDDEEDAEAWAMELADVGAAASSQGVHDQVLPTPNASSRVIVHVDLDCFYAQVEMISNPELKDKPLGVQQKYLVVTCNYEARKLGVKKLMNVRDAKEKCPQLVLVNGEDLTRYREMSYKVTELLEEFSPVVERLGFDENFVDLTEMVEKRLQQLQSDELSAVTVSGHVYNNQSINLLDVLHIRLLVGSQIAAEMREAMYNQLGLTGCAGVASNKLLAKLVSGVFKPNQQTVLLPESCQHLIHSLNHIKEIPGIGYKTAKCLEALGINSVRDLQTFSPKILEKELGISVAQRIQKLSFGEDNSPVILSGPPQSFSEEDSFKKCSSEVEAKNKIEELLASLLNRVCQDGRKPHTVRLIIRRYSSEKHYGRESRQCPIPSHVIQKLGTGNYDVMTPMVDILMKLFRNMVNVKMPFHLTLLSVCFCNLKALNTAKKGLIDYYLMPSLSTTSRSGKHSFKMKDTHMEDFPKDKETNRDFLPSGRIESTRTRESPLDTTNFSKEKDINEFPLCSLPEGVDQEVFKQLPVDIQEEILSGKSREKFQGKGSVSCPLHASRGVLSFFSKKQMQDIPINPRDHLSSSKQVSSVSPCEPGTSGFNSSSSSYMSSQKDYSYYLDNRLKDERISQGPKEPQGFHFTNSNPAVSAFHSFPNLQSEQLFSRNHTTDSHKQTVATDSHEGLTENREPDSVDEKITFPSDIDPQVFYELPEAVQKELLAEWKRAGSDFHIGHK
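Fluorescent replication assay read twice, at 0 min and 10 min after adding 50 nM (final) substrate. Enzyme (10 nM) and compounds were first incubated 15 min at room temperature; enzyme-free buffer wells were negative controls.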
Apoferritin bind: binds horse apoferritin like a general anesthetic | P02791 | apoferritin/1-aminoanthracene competitive binding, fluorescence | Potency, µM (series often up to 77.5 µM), for inactives: at the highest dose activity change, negative = displacement, hits mostly inhibitors | 0.074% of 350,000 active | AID 485281; note: % is set by controls: 0 for no effect and ±100 for the full control effect; nearly all actives have a fitted effect of over 20% in size
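Horse-spleen apoferritin (10 uM) was mixed with 50% saturated 1-aminoanthracene in PBS, exposed to compounds for 10 min at room temperature, and read for fluorescence (ex 380 nm, em 535 nm). Competitive displacement was fitted with a four-parameter Hill equation.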
POLB inh: inhibitors of human DNA polymerase beta. P06746. Pol beta primer extension/strand displacement, fluorescence kinetic. Potency, µM (doses to about 114 µM), for inactives: at the top dose activity change, negative = inhibition, hits mostly inhibitors. 1.3% of 340,000 active. AID 485314; note: % is set by controls: 0 for no effect and ±100 for the full control effect
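10 nM enzyme + cpd, 15 min RT; start with substrate 50 nM final; read 0 min and after 10 min RT. Corrected, normalized data; 4-parameter Hill curve fit.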
* = called active by the depositor; ? = inconclusive; . = no result given; [ ] = another dose, or the depositor's remark. Calls come from the whole dose curve; as a rule, active = well fitted curve in the direction sought with a large enough effect; inconclusive = small, poorly fitted or top-dose-only effect, or another doubt; inactive = no such curve, though single readings can be large; an effect the other way counts as inactive or inconclusive. Potency is the fitted concentration of half-maximal effect. Not all compounds are listed, so the mix of outcomes need not match the whole.

SMILES | BAZ2B inh | Pol eta inh | POLK inh | APEX1 inh | BLM helicase inh | G9a block | Pol iota inh | Apoferritin bind | POLB inh
Cc1ccccc1N(CC(=O)NC(C)(C)C)C(=O)c1ccc(-c2ccccc2)[nH]1 | -39% | . | . | 1% | -1% | -3% | . | -7% | -1%
CCN(C(=O)CSc1nnnn1C)c1c(N)n(Cc2ccccc2)c(=O)[nH]c1=O | -7% | -7% | -2% | -2% | 0% | 0% | 9% | -4% | -7%
Cn1ccnc1SCC(=O)c1c[nH]c2ccccc12 | -12% | -7% | -1% | -5% | -3% | -6% | 17% | -9% | 10%
Cc1ccc(CN(C(=O)COc2ccccc2[N+](=O)[O-])c2ccccn2)cc1 | ? | -8% | -4% | . | -10% | -2%[59 µM] | 10% | -18% | -1%
O=C(Nc1cccc(F)c1)c1ccc(-c2ccccc2Cl)o1 | ? | -22% | -24% | ? | -12% | 56µM* | -3% | -20% | -2%
CCN(C[C@H]1N[C@@](Cc2ccccc2)(C(=O)OC)[C@H]2C(=O)N(Cc3ccccc3)C(=O)[C@@H]12)C(C)=O | . | -5% | -20% | 41% | . | . | ? | . | .
Cn1ncc(N2CCN(C(=O)c3ccc(Cl)cc3)CC2)c(Cl)c1=O | -2% | -11% | 10% | 1% | 3% | -3% | -23% | -5% | -15%
O=C(Nc1cc(Cl)ccc1Cl)c1cc(-c2ccco2)on1 | 6% | -1% | -10% | 9% | -2% | -13% | -20% | 5% | 31%
C=CCOCC(O)Cn1c(N2CCCC2)nc2c1c(=O)[nH]c(=O)n2C (configuration not stated) | -4% | -3% | -17% | 12% | 0% | 2% | 17% | -3% | ?
Cc1cc(NC(=O)CSc2cn(CC(=O)N(C(C)C)C(C)C)c3ccccc23)no1 | -17% | -6% | 7% | 42% | 1% | 4%[59 µM] | 43%[activator] | ? | 81%
Cc1cccc(NC(=S)NCc2ccc(F)cc2)c1C | -4% | -1% | -1% | 4% | -1% | 43%[activator] | 96%[activator] | -9% | 6%
COc1ccc(NC(=O)c2cc3c(=O)n4ccccc4nc3n2C)cc1OC | -3% | -7% | -16% | 8% | -1% | 4% | -9% | -1% | -11%
COc1ccc(Cn2c(SCC(=O)NCc3ccco3)nc3ccsc3c2=O)cc1 | 10% | 8% | -21% | 1% | -3% | 7%[59 µM] | ? | 164%[activator] | ?
COc1ccc(C(CNC(=O)COc2cc(C)cc(C)c2)N2CCOCC2)cc1 (configuration not stated) | -38% | -14% | -9% | . | 3% | -7%[59 µM] | 24% | -3% | 0%
COC(=O)c1ccc(Cn2nc(C)c(Cl)c2C)o1 | 26% | -10% | 8% | -3% | 1% | -37%[12.7 µM] | 5% | ? | 5%
CCOc1ccc(NC(=O)CN(C)C(=O)c2ccc(COc3ccccc3)cc2)cc1OCC | 7% | -23% | -10% | -19% | . | 100%[activator][12.7 µM] | -2% | . | .
Cc1cccc(NC(=O)CCC(=O)OCC(=O)c2ccc(Oc3ccc([N+](=O)[O-])cc3)cc2)c1 | -4% | 0% | -12% | -7% | -2% | 8.9µM* | 34%[activator] | -10% | -1%
N=C1C(c2nc(-c3ccc(F)cc3)cs2)=C(O)CN1Cc1ccc(Cl)cc1 | -4% | -3% | 4% | -3% | -11% | 9%[59 µM] | 8% | -14% | -9%
COc1cc2nccc(Oc3ccc(NC(=O)Nc4ccc(F)cc4F)c(F)c3)c2cc1OC | . | . | 11%[60.1 µM] | -3% | -3% | . | . | 4% | .
O=C(CN1C(=O)/C(=C2/SC(=S)N(CCS(=O)(=O)O)C2=O)c2ccccc21)Nc1cccc(Br)c1 | . | ? | ? | ? | . | . | ? | . | .
O=c1cc(CN2CCN(C/C=C/c3ccccc3)CC2)c2cc(O)ccc2o1 | ? | -3% | -14% | -6% | 1% | -53% | 9% | ? | 4%
CN1CCN(/N=C/c2cccc(Cl)c2Cl)CC1 | ? | -15% | 1% | -3% | -9% | 40µM* | 18% | -10% | 1%[57.1 µM]
Cn1cnc(S(=O)(=O)N2CCCC(C(=O)NCc3ccccc3)C2)c1 (configuration not stated) | -3% | -4% | -9%[60.1 µM] | . | -1% | 1%[12.7 µM] | 22% | 0% | 1%
CCOC(=O)CSc1nc2ccccc2c(=O)n1CCCCCC(=O)NCc1ccco1 | -9% | -16% | -12% | -1% | -2% | -3% | 18% | -7% | -8%
Cc1ccc(CN2C(=O)C[C@@H](NC(=O)OCC3c4ccccc4-c4ccccc43)C/C=C\C2c2ccc(C)cc2)cc1 (some centres not stated) | . | -10% | 6% | 36% | . | . | 17% | . | .

Whole records, quoted from the list. Screens in order: BAZ2B inh	Pol eta inh	POLK inh	APEX1 inh	BLM helicase inh	G9a block	Pol iota inh	Apoferritin bind	POLB inh
Record of O=C(Nc1cccc(F)c1)c1ccc(-c2ccccc2Cl)o1 → ?	-22%	-24%	?	-12%	56µM*	-3%	-20%	-2%
Record of Cc1cc(NC(=O)CSc2cn(CC(=O)N(C(C)C)C(C)C)c3ccccc23)no1 → -17%	-6%	7%	42%	1%	4%[59 µM]	43%[activator]	?	81%
Record of CCN(C(=O)CSc1nnnn1C)c1c(N)n(Cc2ccccc2)c(=O)[nH]c1=O → -7%	-7%	-2%	-2%	0%	0%	9%	-4%	-7%
Record of Cn1cnc(S(=O)(=O)N2CCCC(C(=O)NCc3ccccc3)C2)c1 (configuration not stated) → -3%	-4%	-9%[60.1 µM]	.	-1%	1%[12.7 µM]	22%	0%	1%
Record of N=C1C(c2nc(-c3ccc(F)cc3)cs2)=C(O)CN1Cc1ccc(Cl)cc1 → -4%	-3%	4%	-3%	-11%	9%[59 µM]	8%	-14%	-9%

An excerpt of these results, as tab-separated lines:
Molecule	BAZ2B inh	Pol eta inh	POLK inh	APEX1 inh	BLM helicase inh	G9a block	Pol iota inh	Apoferritin bind	POLB inh
Cn1ncc(N2CCN(C(=O)c3ccc(Cl)cc3)CC2)c(Cl)c1=O	-2%	-11%	10%	1%	3%	-3%	-23%	-5%	-15%
O=C(Nc1cc(Cl)ccc1Cl)c1cc(-c2ccco2)on1	6%	-1%	-10%	9%	-2%	-13%	-20%	5%	31%

Other records follow.
SMILES | BAZ2B inh | Pol eta inh | POLK inh | APEX1 inh | BLM helicase inh | G9a block | Pol iota inh | Apoferritin bind | POLB inh
O=C(O)CC1S/C(=N\N=C2\C(=O)Nc3ccccc32)N(c2ccc(O)cc2)C1=O (configuration not stated) | -21% | -17% | -3% | 10% | -5% | 4% | 0% | 3% | 20%
CCc1cc(=O)oc2cc(OCC=C(C)C)ccc12 | 78%[activator] | -7% | -10% | 2% | -6% | 63%[activator][59 µM] | -11% | ? | 12%
Nc1cc(Nc2ccccc2)c2nonc2c1[N+](=O)[O-] | -37% | -7% | -5% | -31% | -13% | -7% | ? | 1% | ?
O=C(NCC1CCCN1S(=O)(=O)c1cccs1)C(=O)Nc1cccc(F)c1 (configuration not stated) | -5% | -15% | -10% | -7% | . | 4% | 11% | . | .
O=C(Nc1ccc(Oc2cccc3ccccc23)cc1)c1ccco1 | -30% | ? | -20% | 2% | -16% | ? | ? | ? | -16%
COc1cccc(Nc2nc(Nc3ccc(Cl)c(C(=O)O)c3)nc(C)c2[N+](=O)[O-])c1 | 50µM* | ? | -6% | -31% | . | ? | -26% | . | .
CCn1nccc1C(=O)Nc1nccs1 | 3% | 11% | 0% | -1% | -4% | -44% | 20% | 2% | -20%
COc1cc2c(cc1OC)C(COc1ccc(F)cc1)N(C(=O)Cc1ccc(F)cc1)CC2 (configuration not stated) | -19% | ? | -12%[60.1 µM] | . | -12% | -29%[59 µM] | 15% | 47%[activator] | -13%
Cc1ccc(-c2nc3n(n2)C(c2ccccc2Cl)C=C(c2ccc(Cl)cc2)N3)cc1 (configuration not stated) | -35% | -9% | -17% | . | -6% | -21%[59 µM] | -8% | -15% | 2%
O=C(NC1CCCCC1)/C(=C/c1ccc(Cl)cc1)NC(=O)c1ccccc1 | 1% | -15% | 7% | . | -3% | -26%[59 µM] | 7% | -10% | 2%
Cc1nn(C)cc1NC(=O)Cn1nc(C(F)(F)F)cc1C1CC1 | 9% | -14% | -9% | -5% | 2% | 19%[59 µM] | 12% | -1% | ?
COC(=O)c1c(N2C(=O)[C@H]3[C@@H](C2=O)[C@]2(C(=O)Nc4c(C)cc(C)cc42)N2CCC[C@@H]32)sc(C)c1C | -37% | -28% | -2% | -6% | -10% | 9%[59 µM] | 6% | ? | 0%
O=C(N/N=C/c1ccc(Cl)cc1Cl)C1CCN(c2ncc(C(F)(F)F)cc2Cl)CC1 | ? | . | . | -1% | 1% | . | . | -14% | 13%
CC(C)Oc1ccc(S(=O)(=O)N2CCCCC2)cc1NC(=O)C1CCCC1 | 40%[activator] | -5% | -5% | 0% | . | 10%[12.7 µM] | -15% | . | .
COc1ccc(CCNCC(O)Cn2c3ccccc3c3ccccc32)cc1OC (configuration not stated) | ? | -14% | 6% | -6% | 50%[activator] | ? | -18% | -20% | -7%
O=C(NCc1ccc(F)cc1)c1ccc(CSCc2cccc(Cl)c2)o1 | 26% | -15% | -13%[60.1 µM] | . | -4% | -5%[59 µM] | ? | -3% | ?
Cc1ccc(-c2nc(CS(=O)(=O)CC(=O)NCCCN(Cc3ccccc3)C(C)C)c(C)o2)cc1 | -25% | 4% | 1% | 68%[activator] | 2% | -7% | 4% | -17% | -15%
COc1ccc(C)cc1NC(=O)c1ccc2c(Cl)c3c(nc2c1)CCC3 | -2% | -2% | 7% | . | 0% | 8%[59 µM] | -2% | -3% | 52%[activator]
COc1ccc(Nc2cccccc2=O)cc1 | -36% | -12% | -2% | -2% | 0% | ? | 9% | ? | 27%
